Yeast growth inh = yeast BB579 growth reduction in restrictive medium. inhibition, % at 10 µM. AID 804. 140,000 compounds, 0.51% hits. S. cerevisiae BB579 growth, OD615, 48 h;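 active = inhibition above a set limit, 3 SD over the mean compound inhibition, cut at about 44% in these data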; note: inactives centre near -24
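Assay system – yeast BB579 (DeaD) · Dosing – single compound dose of 10 µM, 0.25% DMSO final · Detection – OD615 turbidity measurement · Buffer or medium – CSMM-D restrictive synthetic medium containing dextrose (glucose) · Benchmarks – positive control amphotericin B 10 µg/mL · Incubation – 48 h exposure, 30 °C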
Phagocyt inh = blocks phagocytosis by macrophages. 110,000 compounds, 0.07% hits. inhibition, % at 5 µM. J774A.1 macrophage IgG-bead phagocytosis, imaging;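 active = inhibition above the mean of the plate negative controls plus 5 SD, cut at about 13% in these data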;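 note: phagocytic index as fraction of beads internalized from green versus red external bead signal; plate controls were DMSO negative control for no effect and cytochalasin-D positive control for full effect; some results beyond the cut were filed as inactive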
Measles CPE = protection of cells from measles virus. Measles virus-infected cells, CPE protection, absorbance. 140,000 compounds, 1.5% hits. protection (pct of control), % at 4 µM. AID 841; in the data active = protection mostly above about 24%, no sharp cut-off; inactive = mostly below about 26%; note: some compounds called inactive have numbers as strong as hits
MRP1 act = MRP-1 activation; AID 799; viability increase, % at 10 µM; 140,000 compounds, 0.61% hits; H69AR cells + doxorubicin, viability rescue, CellTiter-Glo;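 active = viability gain under doxorubicin at or above a set limit, the compound median plus 3 SD, cut at about 4.7% in these data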;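 note: MRP-1 overexpressing cells given doxorubicin 25 µM after compound pretreatment; 18-22 h compound pretreatment then 72 h with doxorubicin before readout; 0% = doxorubicin-only wells and 100% = vehicle-treated cells without doxorubicin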
E-sel TNF inh = TNF alpha driven E-selectin expression inhibition. HUVEC TNFa-induced E-selectin immunofluorescence, high content. inhibition, % at 2 µM. 120,000 compounds, 0.71% hits. AID 1246;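 active = inhibition above the batch mean plus 3 SD, and confirmed as a hit on visual image review, cut at about 43% in these data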;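 note: 0% = TNF-stimulated DMSO wells and 100% = unstimulated control wells; not every result past the cut was called active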
HCT116 bCat-KO = beta-catenin-lacking colon tumor cell growth suppression | 140,000 compounds, 1.5% hits | AID 818 | viability, % at 10 µM | HCT116 beta-catenin knockout viability, CellTiter-Glo, 60 h; hits give low values;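 active = viability at or under a set limit, the compound median less 4 SD, cut at about 6% in these data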;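 note: 0% = Hyamine 1622 control at 20 µM and 100% = untreated cell control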
Yeast lifespan up = extends the lifespan of yeast. S. cerevisiae growth with nicotinamide, OD615; deaD strain in restrictive glucose medium. inhibition of the nicotinamide effect, % at 10 µM. AID 775. 130,000 compounds, 0.68% hits;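 active = inhibition above a set limit, placed 3 SD over the median of all compounds, cut at about 26% in these data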;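 note: 0% = nicotinamide-treated wells and 100% = cells grown without nicotinamide; some compounds called inactive have numbers as strong as hits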
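Test system – modified budding yeast, DeaD strain · Compound – single dose 10 µM compound, 0.25% DMSO · Times – culture preincubation 4 h, compound exposure 48 h, both 30 °C · Detection – optical density (absorbance) at 615 nm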
NPY-Y2 antag = NPY-Y2 (human) receptor antagonism; P49146; NPY-Y2 expressing cells, antagonist mode; inhibition, % at 2.7 µM; 140,000 compounds, 0.99% hits; AID 793; in the data active = inhibition above about 17%;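 note: 0% = vehicle with agonist challenge and 100% = reference antagonist with challenge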
Target sequence (P49146 whole entry, looked up): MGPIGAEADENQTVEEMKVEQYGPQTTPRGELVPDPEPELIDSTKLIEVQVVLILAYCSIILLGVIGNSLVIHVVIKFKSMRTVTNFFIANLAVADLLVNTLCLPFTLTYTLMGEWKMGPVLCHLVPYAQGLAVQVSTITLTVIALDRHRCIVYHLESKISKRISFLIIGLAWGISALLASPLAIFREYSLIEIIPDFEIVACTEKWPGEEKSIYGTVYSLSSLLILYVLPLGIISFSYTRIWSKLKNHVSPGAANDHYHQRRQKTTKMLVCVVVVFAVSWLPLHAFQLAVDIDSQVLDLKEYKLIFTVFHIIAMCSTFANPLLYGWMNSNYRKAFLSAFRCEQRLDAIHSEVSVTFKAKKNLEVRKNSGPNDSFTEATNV
HCT116 PTEN-null = PTEN-deleted cell growth suppression. viability, % at 10 µM. HCT116 PTEN-null viability, CellTiter-Glo, 60 h; hits give low values. 140,000 compounds, 1.2% hits;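 active = viability at or below a set limit, 4 SD under the median of all tested compounds, cut at about 3.7% in these data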;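 note: PTEN knockout HCT116 line with beta catenin targeted HCT116 as companion control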
GALR2 antag = GALR2 (human) receptor antagonism. O43603. GALR2-expressing cells, antagonist mode. inhibition, % at 4 µM. 140,000 compounds, 0.39% hits. AID 828; in the data active = inhibition above about 27%;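 note: cells stimulated with galanin 1-16 at roughly its EC80; 0% = agonist challenge control and 100% = basal control without agonist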
Target sequence (O43603 whole entry, looked up): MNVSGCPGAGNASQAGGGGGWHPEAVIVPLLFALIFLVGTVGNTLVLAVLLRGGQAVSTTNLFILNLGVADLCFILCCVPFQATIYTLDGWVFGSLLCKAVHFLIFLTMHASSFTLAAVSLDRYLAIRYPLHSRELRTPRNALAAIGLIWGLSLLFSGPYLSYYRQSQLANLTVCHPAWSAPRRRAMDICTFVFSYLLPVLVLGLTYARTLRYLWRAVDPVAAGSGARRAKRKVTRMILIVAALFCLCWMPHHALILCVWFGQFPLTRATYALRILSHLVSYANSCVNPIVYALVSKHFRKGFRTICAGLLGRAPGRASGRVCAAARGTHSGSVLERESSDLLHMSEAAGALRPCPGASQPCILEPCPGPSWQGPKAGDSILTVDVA
Active calls of the source: *; / = no result given.

SMILES	Yeast growth inh	Phagocyt inh	Measles CPE	MRP1 act	E-sel TNF inh	HCT116 bCat-KO	Yeast lifespan up	NPY-Y2 antag	HCT116 PTEN-null	GALR2 antag
CCOc1ccc(C(C(=O)NC2CCCCC2)N(C(=O)c2ccco2)c2ccc(-n3cnnn3)c(C)c2)cc1 (stereo not given)	-16	/	7	-4.2	-13	97	/	4	97	-6
CN(C)c1ccc(C(=O)OCC(=O)NCC2CCCO2)cc1 (stereo not given)	11	0	13	-2.5	/	95	-20	1	110	-5
OCc1nnc2c3ccccc3c(-c3ccccc3)nn12	5	-1	5	-1.6	1	93	-7	-2	97	-11
Nc1[nH]n2c(=O)c3c(nc2c1N=Nc1ccc(Cl)cc1)CCCC3	-46	/	10	-0.3	/	11	-10	1	10	12
CC(=O)Nc1cccc(C(=O)N2CCN(Cc3ccccc3)CC2)c1	24	1	19	-1.8	/	94	-3	2	106	13
O=C(Cc1ccccc1)NC(NNc1ccccc1)(C(F)(F)F)C(F)(F)F	-20	/	6	-2.1	-7	89	/	3	92	14
CC(C)OC(=O)CCC(=O)Nc1nc2ccccc2s1	10	-1	5	-2.6	/	77	-25	1	97	2
Cc1ccc2cc3c(N)c(C(=O)Nc4c(C)[nH]c(=O)[nH]c4=O)sc3nc2c1	-22	-13	8	-2.8	/	88	2	3	85	-8
COc1ccccc1NC(=O)c1nnn(CC(=O)Nc2ccccc2)c1N	-22	/	5	0.3	4	100	/	0	105	4
CCCCc1cc(O)c(CCCC)c(O)c1	-30	-4	5	-2.0	3	26	-16	21*	44	-27
O=C(NCc1ccco1)c1c(O)c2cccc3c2n(c1=O)CCC3	-46	-1	13	-2.6	-10	96	47*	5	94	5
CCc1cc[n+](C2=C([O-])c3ccccc3C(=O)/C2=N\S(=O)(=O)c2cccs2)cc1	-10	-5	7	-4.5	0	2.8*	3	2	3.2*	11
CCOP(=O)(OCC)C(NC(=O)Nc1ccccc1)c1ccccc1 (stereo not given)	21	-7	6	-1.3	16	96	-2	-1	94	1
COc1ccc(NC(=O)CSc2nc(N)c(C#N)cc2C#N)cc1	-41	-1	7	2.1	-27	110	-1	-2	119	-4
CCCSc1nc(-c2ccccc2)cc(C(F)(F)F)c1C#N	-40	/	6	-2.8	-22	71	-14	1	78	0
CC(C)C(c1nnnn1Cc1ccc(F)cc1)N1CCSCC1 (stereo not given)	-36	/	7	-2.8	/	89	-5	0	90	3
COc1ccc(C(=O)NC(C)c2nnc(SCC(=O)Nc3nc4ccccc4s3)n2C)cc1 (stereo not given)	-17	-2	5	-1.3	10	97	-12	6	89	-4
CCOC(=O)CNC(=O)CSc1nnc(Cn2cnc3ccccc32)n1C	-15	-1	27	0.2	13	91	-2	1	98	5
O=C(c1sc2ccccc2c1Cl)N1CCN(c2ccc(F)cc2)CC1	-1	/	9	-2.4	-54	108	-6	10	89	3
CC(=O)c1c(C)[nH]c(C(=O)CSc2ncnc3sc(-c4ccccc4)cc23)c1C	-54	-7	6	-1.5	/	16	-2	1	19	3
CCOc1ccc(NC(=O)CN(c2ccc([N+](=O)[O-])cc2)S(=O)(=O)c2ccccc2)cc1	-27	-9	4	-3.8	/	33	5	0	31	-9
O=C(NCc1cccs1)c1cnc2sccn2c1=O	2	-1	10	0.0	-13	107	-10	3	102	7
CCOC(=O)CSc1nnc(-c2ccc(Cl)cc2Cl)o1	-35	-1	42*	0.4	-19	93	-19	12	108	-1
Cc1cccc(NC(=O)CCN2CCN(C/C=C/c3ccccc3)CC2)c1	-37	-1	4	-1.7	14	71	-9	8	79	-9
CC1(C)CC(=O)C(C2c3ccccc3Oc3ccccc32)C(=O)C1	-7	-13	13	-1.0	/	93	1	-1	93	10
CCC(=O)Nc1nc(C)nc(C)c1C(C)=O	-59	2	2	0.4	/	103	-4	3	122	-5
Cc1ccccc1C(=O)N/C(=C/c1ccc(-c2cccnc2Cl)o1)C(=O)NCCCN1CCN(C)CC1	-21	/	18	-1.7	-1	95	-15	4	93	2
CCN1CCCC(NC(=O)c2scc3c2CCCC3)C1 (stereo not given)	-33	0	9	-2.3	9	88	-3	1	92	-2
Cc1sc(NC(=O)C2C3CCC(C3)C2C(=O)O)c(C(N)=O)c1-c1ccc(C(C)(C)C)cc1 (stereo not given)	-18	-4	25	-3.5	1	91	9	2	81	10
COc1cccc(-n2nnc3c(=O)n(CC(=O)N4CCCCC4)cnc32)c1	-16	-2	4	0.1	-9	95	-13	0	89	6
COc1ccc(N2CC(C(=O)Nc3ccc(N4CCOCC4)cc3)CC2=O)cc1 (stereo not given)	2	1	7	0.7	-26	114	-4	-1	106	-4
Cc1ccc(-c2nnc(-c3ccncc3)n2-c2ccc(C)cc2)cc1	-30	-1	10	-4.5	/	96	-2	8	99	5
O=C(c1ccc2c(=O)n(CC3CCCO3)c(=S)[nH]c2c1)N1CCN(c2ccccc2)CC1 (stereo not given)	-61	/	8	-2.4	-1	1.1*	-23	7	1.5*	-4
O=CN1CCC(=O)N(Cc2ccccc2)c2ccccc21	-26	-1	10	-0.6	32	88	-9	14	95	11
CC(C)c1ccc(NC(=O)COc2nnc(-c3cccs3)c(-c3cccs3)n2)cc1	-30	0	5	2.4	/	67	-15	12	63	4
CC(NC(=O)c1ccc(N2CCCC2=O)cc1)c1ccccc1 (stereo not given)	9	-1	8	-1.9	16	100	-28	1	105	-1
CCN(CC)S(=O)(=O)c1ccc(OC)c(NC(=S)Nc2cccc(C)c2C)c1	2	-10	45*	-4.6	-18	92	2	2	96	2
CCOc1ccccc1NC(=O)CCC(=O)Nc1ccccc1OCC	-17	1	8	-1.3	-3	90	4	2	103	1
COC(=O)C1=C(C)n2cnnc2NC1c1ccc(Cl)cc1 (stereo not given)	-21	0	23	-0.2	-51	97	-4	7	112	12
CC(C)OC(=O)c1cc(NC(=S)Nc2ccc([N+](=O)[O-])cc2)cc(C(=O)OC(C)C)c1	-20	/	4	-8.4	/	52	/	1	42	-8
O=C(NC(=S)Nc1ccc(Cc2ccncc2)cc1)c1ccccc1	-40	-8	11	-3.7	2	76	6	2	69	-11
CCCC(C)(C)NC(=O)CCCCC(=O)NC(C)(C)CCC	-14	-1	7	0.6	-26	100	-11	2	108	-5
CCc1nc2c(C#N)c(-c3ccc(Cl)cc3)ccn2n1	-19	-1	7	-0.1	-24	88	-7	8	106	-15
CCCS(=O)(=O)N1CCN(Cc2ccc3c(c2)c2ccccc2n3CC)CC1	-17	1	26	-1.6	/	73	0	5	75	4
Cc1ccccc1Cn1c(=N)n(CC(=O)c2ccc([N+](=O)[O-])cc2)c2ccccc21	-27	-2	3	-4.1	/	1.9*	4	2	1.4*	-9
COc1cc(N2CCCC2)ccc1[N+](=O)[O-]	-12	-4	7	-1.0	7	95	-1	3	99	-9
O=C(Cn1nnc2ccccc2c1=O)Nc1ccc2c(c1)CCC2	-7	/	26	-1.1	26	80	-6	0	83	-21
COc1ccc(C(=O)Nc2nccs2)cc1[N+](=O)[O-]	-21	-6	11	1.3	40	88	-4	7	82	0
COc1cc(/C=C/C(=O)OCC(=O)Nc2ccc(S(=O)(=O)N3CCCC3)cc2)ccc1O	-32	-2	18	-2.6	/	88	2	2	97	-6
CCN(CC)CC(=O)NC12CC3CC(CC(C3)C1)C2	-30	-1	7	-1.1	-12	93	-4	3	97	2
O=S(=O)(Nc1ccc(-n2cccc2)cc1)c1ccccc1	-19	-1	8	-0.8	36	114	-13	0	90	4
Cc1c(C(=O)C(=O)N2c3ccc(F)cc3CCC2C)c2ccccc2n1C (stereo not given)	-8	17	3	-2.1	/	16	1	3	16	18
Cc1ccc(C(=O)N/C(=C\c2sccc2C)C(=O)NCc2ccco2)cc1	0	/	61*	-0.7	12	98	-14	0	102	-3
O=C1CC(c2ccco2)CC(O)=C1C=NCC1NCCc2ccccc21 (stereo not given)	-27	/	24	-2.7	3	69	12	6	67	-1
Cc1c(C(=O)N2CCN(C)CC2)oc2c1C(=O)CC(C)(C)C2	-84	/	3	-0.2	-8	101	-8	-1	110	3
Cc1cc(C)c2oc(-c3ccc(C)c(NC(=S)NC(=O)/C=C/c4ccco4)c3)nc2c1	-36	0	7	-2.0	-24	81	-12	10	100	0
O=C(C1CCCO1)N1CCC(c2nc3ccccc3[nH]2)CC1 (stereo not given)	2	-3	8	-2.3	/	98	-7	2	94	8
COc1ccc(N/C=C/C(=O)c2ccc(Cl)cc2)cc1	-1	-4	2	-0.5	/	78	3	7	70	-7

Some of these compounds in order of molar mass, lowest first:
SMILES	Yeast growth inh	Phagocyt inh	Measles CPE	MRP1 act	E-sel TNF inh	HCT116 bCat-KO	Yeast lifespan up	NPY-Y2 antag	HCT116 PTEN-null	GALR2 antag
COc1cc(N2CCCC2)ccc1[N+](=O)[O-]	-12	-4	7	-1.0	7	95	-1	3	99	-9
CCN(CC)CC(=O)NC12CC3CC(CC(C3)C1)C2	-30	-1	7	-1.1	-12	93	-4	3	97	2
COc1ccc(C(=O)Nc2nccs2)cc1[N+](=O)[O-]	-21	-6	11	1.3	40	88	-4	7	82	0
COc1ccc(N/C=C/C(=O)c2ccc(Cl)cc2)cc1	-1	-4	2	-0.5	/	78	3	7	70	-7
O=S(=O)(Nc1ccc(-n2cccc2)cc1)c1ccccc1	-19	-1	8	-0.8	36	114	-13	0	90	4
Cc1c(C(=O)N2CCN(C)CC2)oc2c1C(=O)CC(C)(C)C2	-84	/	3	-0.2	-8	101	-8	-1	110	3
O=C(Cn1nnc2ccccc2c1=O)Nc1ccc2c(c1)CCC2	-7	/	26	-1.1	26	80	-6	0	83	-21
O=C1CC(c2ccco2)CC(O)=C1C=NCC1NCCc2ccccc21 (stereo not given)	-27	/	24	-2.7	3	69	12	6	67	-1
Cc1cc(C)c2oc(-c3ccc(C)c(NC(=S)NC(=O)/C=C/c4ccco4)c3)nc2c1	-36	0	7	-2.0	-24	81	-12	10	100	0
COc1cc(/C=C/C(=O)OCC(=O)Nc2ccc(S(=O)(=O)N3CCCC3)cc2)ccc1O	-32	-2	18	-2.6	/	88	2	2	97	-6
